Compound activity: PubChem BioAssay, several laboratories
PP1 counter: PP1-alpha phosphatase inhibitors, primary screen, counter-screen for PP5 inhibitor project, biochemical, fluorescence, OMFP substrate, single point; Serine/threonine-protein phosphatase PP1-alpha catalytic subunit (Homo sapiens), P62136; purified PP1alpha; inhibition, % at 6.7 µM; actives 0.9% (n = 320,000); AID 2235, 2010;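 active means inhibition above the mean inhibition of all tested compounds plus 3 SD, computed separately for each screening campaign, cut at about 15% in these data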
Target sequence (P62136 whole entry, looked up): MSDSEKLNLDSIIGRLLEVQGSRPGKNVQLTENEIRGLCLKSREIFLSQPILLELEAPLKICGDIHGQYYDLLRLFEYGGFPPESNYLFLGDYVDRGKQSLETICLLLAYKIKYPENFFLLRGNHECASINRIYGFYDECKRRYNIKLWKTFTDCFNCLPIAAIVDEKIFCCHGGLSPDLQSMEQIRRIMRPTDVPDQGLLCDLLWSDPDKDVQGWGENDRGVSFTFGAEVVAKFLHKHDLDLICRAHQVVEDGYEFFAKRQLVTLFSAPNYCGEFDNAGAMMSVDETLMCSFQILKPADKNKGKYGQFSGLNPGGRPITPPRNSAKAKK
LYPLA2 counter: LYPLA2 inhibitors, primary screen, counter-screen for PME1 inhibitor project, biochemical, fluorescence polarization, FP-Rh probe ABPP | recombinant LYPLA2 | inhibition, % at 5.9 µM | actives 0.38% (n = 320,000);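 active means inhibition above the screen-wide mean plus 3 SD, limit set per campaign, cut at about 26% in these data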;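 further: 0% = LYPLA2 with DMSO and 100% = wells lacking LYPLA2 enzyme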
Target sequence (O95372 whole entry, looked up): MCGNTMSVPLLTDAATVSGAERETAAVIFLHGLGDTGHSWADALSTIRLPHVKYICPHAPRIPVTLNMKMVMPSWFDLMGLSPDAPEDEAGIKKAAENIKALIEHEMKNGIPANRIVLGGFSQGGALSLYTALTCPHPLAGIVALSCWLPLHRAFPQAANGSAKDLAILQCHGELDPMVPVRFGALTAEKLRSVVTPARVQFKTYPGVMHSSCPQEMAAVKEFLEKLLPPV
PREPL inh: PREPL enzyme inhibitors, primary screen, biochemical, fluorescence polarization. actives 0.68% (n = 320,000). Prolyl endopeptidase-like (Homo sapiens), Q4J6C6. inhibition, % at 5.96 µM. AID 2751, 2010. recombinant PREPL, fluorescence polarization activity-based probe; in the data active means inhibition above about 43%;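 further: 0% = enzyme with DMSO and 100% = wells lacking enzyme; many of its hits are not listed in these tables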
CTSL1 counter: Fasciola hepatica cathepsin L1 inhibitors, primary screen, counter-screen for PFM18AAP inhibitor project, biochemical, QFRET, fluorogenic peptide substrate; recombinant F. hepatica cathepsin L1, Z-Leu-Arg-MCA fluorescence; inhibition, % at 5.96 µM; actives 0.49% (n = 300,000);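 active means inhibition above the mean of all tested compounds plus 3 SD, set per screening campaign, cut at about 17% in these data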;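 further: 0% = plate median of test compound wells and 100% = 1 µM Z-Phe-Ala-diazomethylketone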
HCV core dimer: inhibitors of HCV core protein dimerization, primary screen, biochemical, TR-FRET, high-throughput; TR-FRET GST/Flag-core106 dimerization, 1536-well; inhibition, % at 5 µM; actives 0.33% (n = 300,000);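 active means inhibition above the mean of all tested compounds plus 3 SD, set per screening campaign, cut at about 45% in these data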
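Material: GST/Flag-tagged HCV core106 proteins. Incubation: 4 h, 22.5 °C incubation. Read-out basis: inhibition (%) from 671 over 617 nm ratio. Measured by: TR-FRET, excitation 340 nm, emission 617 and 671 nm.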
PP5 primary: PP5 phosphatase inhibitors, primary screen, biochemical, fluorescence; purified PP5c, OMFP substrate fluorescence; inhibition, % at 6.7 µM; actives 0.18% (n = 320,000); AID 1987, 2009;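 active means inhibition above the campaign's mean inhibition across all tested compounds plus 3 SD, cut at about 9.5% in these data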;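 further: 0% = DMSO only and 100% = 100 µM cantharidin control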
JMJD2C inh: inhibitors of GASC-1 histone demethylase, primary screen, biochemical, fluorescence, DELFIA europium. Lysine-specific demethylase 4C (Homo sapiens), Q9H3R0. GST-JMJD2C(1-420) H3K9me3 demethylation. inhibition, % at 2.35 µM. actives 0.069% (n = 330,000);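 active means more than half of a compound's replicate wells show inhibition beyond 50%, single wells judged on their own value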;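 further: signal counts dimethyl H3K9 product captured on neutravidin plate; 0% = median of DMSO wells and 100% = 0.3 times that DMSO median; strong numbers were not always called active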
Target sequence (Q9H3R0 1-420 limits assumed): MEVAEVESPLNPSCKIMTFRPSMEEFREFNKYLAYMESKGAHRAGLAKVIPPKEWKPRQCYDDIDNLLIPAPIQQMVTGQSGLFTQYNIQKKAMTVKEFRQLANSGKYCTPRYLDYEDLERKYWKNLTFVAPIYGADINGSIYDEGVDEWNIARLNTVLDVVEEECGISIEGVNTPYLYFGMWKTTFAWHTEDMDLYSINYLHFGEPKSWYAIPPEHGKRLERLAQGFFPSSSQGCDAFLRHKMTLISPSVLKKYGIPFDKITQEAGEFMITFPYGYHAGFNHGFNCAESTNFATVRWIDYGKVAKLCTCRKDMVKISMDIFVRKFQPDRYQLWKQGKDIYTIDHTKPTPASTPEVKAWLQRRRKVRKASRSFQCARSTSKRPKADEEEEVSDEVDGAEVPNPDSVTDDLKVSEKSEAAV
TPT1 inhibitor: Candida albicans TPT1 enzyme inhibitors, primary screen, biochemical, fluorescence polarization | tRNA 2'-phosphotransferase TPT1 (Candida albicans SC5314) | recombinant caTPT1, FP RNA substrate dephosphorylation | inhibition, % at 5 µM | actives 0.81% (n = 300,000) | AID 1962, 2009;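 active means inhibition above the mean of all tested compounds plus 3 SD, set per screening campaign, cut at about 24% in these data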;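 further: plate controls were DMSO alone for no effect and ferristatin control at 100 nM for full effect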
Efflux pump mplx: inhibitors of Candida efflux pumps in yeast, primary screen, S. cerevisiae, Nile Red, multiplex | S. cerevisiae Candida pump triplex | inhibition, % at 10 µM | actives 0.44% (n = 330,000) | AID 485275, 2010;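 active means plate passing quality check with inhibition over a set limit, or well fluorescence over plate mean plus 4 SD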;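 further: Nile Red retained in pooled yeast measured as flow cytometry median fluorescence; 0% = buffer negative control and 100% = Enniatin B positive control; higher means more Nile Red kept so more efflux inhibition; some compounds called inactive have numbers as strong as hits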
Active calls of the source: *; . = not tested or not shown; & = joins results of further samples. This is a subset; rates above refer to the full screens.

Every second line gives: PP1 counter	TPT1 inhibitor	Efflux pump mplx	JMJD2C inh	HCV core dimer	LYPLA2 counter	PREPL inh	CTSL1 counter	PP5 primary
> COc1cc(C(=O)Nc2scc(-c3ccccc3)c2C(=O)O)cc(OC)c1OC
→ -1	1	0.6	18	4	-6	6	9	-1.3
> Cc1cc(C)nc(OC(=O)c2ccc(Cl)cc2Cl)n1
→ -3	1	0.1	-4	-1	-7	8	2	0.4
> O=C(COc1ccccc1Cl)Nc1ccccc1C(=O)Nc1cccc(C(=O)O)c1
→ 0	-2	-0.1	0	-5	6	9	-3	1.5
> Cc1ccccc1OCC(=O)OCC(=O)c1ccc(OCc2ccccc2)cc1
→ -1	1	0.1	.	12	3	2	-5	2.0
> COCCn1cc(C(=O)c2ccccc2OCC(=O)Nc2cc(C)on2)cc(C#N)c1=O
→ -2	2	0.0	0&-3	-1	3	0	-1	-0.2
> COc1ccccc1-n1c(CNC(=O)c2cccc([N+](=O)[O-])c2C)n[nH]c1=S
→ -3	-3	0.3	-1	-5	3	-2	4	4.0
> O=C(NCc1nnc(SCC(=O)N2CCOCC2)o1)c1c(F)cccc1F
→ -2	-4	1.3	0	0	-1	-5	-3	4.1
> COc1ccc(C(=O)Oc2cc(OC)cc(OC)c2C(C)=O)cc1
→ -5	-2	.	27	8	6	11	4	1.3
> Cc1ccc2cc(CCNC(=O)C(=O)c3c(C)[nH]c4ccccc34)c(=O)[nH]c2c1
→ 0	-3	0.0	7	6	2	3	2	-0.9
> CC(=O)c1ccc(Cl)c(Cl)c1Cl
→ -1	.	-0.1	4	.	2	10	.	-0.1
> O=C(NCC(=O)N1CC=C(c2ccccc2)CC1)c1ccco1
→ -4	-2	0.0	5	1	-12	6	-2	-0.7
> O=C(Nc1cccc(S(=O)(=O)N2CCCCC2)c1)c1ccc([N+](=O)[O-])o1
→ 0	-1	0.0	4	-1	4	12	1	-0.2
> COc1ccc(-n2c(O)c(C=NC3CC3)c(=O)[nH]c2=O)cc1
→ -1	-4	-0.1	-9	-1	-8	2	5	2.4
> O=P(O)(O)COc1ccccc1P(=O)(c1ccccc1)c1ccccc1
→ 6	-2	0.0	26	0	1	3	0	-0.2
> CCOC(=O)N/N=C/c1cn(CCCOc2ccc(C)cc2)c2ccccc12
→ 2	4	0.5	0	9	8	9	-1	1.8
> CC(=O)N1CCN(C(=O)c2ccc(-n3c(C)ccc3C)cc2)CC1
→ -3	0	0.1	18	1	1	1	-2	-1.4
> Cc1c(C(=O)NCc2ccccn2)oc2ccc(S(=O)(=O)N3CCC4(CC3)OCCO4)cc12
→ -5	1	-0.2	-11	5	-1	-4	-3	-1.1
> COc1cc(C2C(C(N)=O)=C(C)Nc3nc(CCCO)nn32)cc(OC)c1OC (configuration not stated)
→ -7	0	0.0	-1	-6	0	-6	-1	2.1
> CCOc1ccc(NC(=O)COc2coc(CN3CCc4ccccc4C3)cc2=O)cc1
→ -1	1	0.1	-28	2	-1	8	6	0.6
> CCCN1C(=O)C2C(C(=O)Nc3cccc(OC)c3)C3C=CC2(O3)C1C(=O)NC1CCCCC1 (configuration not stated)
→ -3	-7	0.0	-9	-7	8	8	5	2.2
> COc1ccc(NC(=O)c2ccccc2-c2ccccc2)cc1
→ 0	-2	0.1	2	-2	-2	-19	0	0.7
> COCCN1C(=S)N[C@@H](c2cccc(F)c2)C(C(=O)OC)=C1C
→ 6	1	0.0	3	-18	5	-5	3	1.3
> N#Cc1c(-c2ccncc2)c2c([nH]c1=S)CCCC2
→ 1	-2	0.1	15	0	4	9	2	-0.8
> CC(C)/C=N/Nc1nc(-c2ccc(Br)cc2)cs1
→ -2	-1	-0.2	-6	5	-2	23	0	-0.9
> Cc1c(OC(C)C(=O)NCC2CCC(C(=O)O)CC2)ccc2c1oc(=O)c1ccccc12 (configuration not stated)
→ -1	2	0.3	3	-7	-2	7	4	-2.0
> Cc1nnc(SCC(=O)Nc2ncc3c(n2)CCCC3=O)s1
→ 1	-4	0.1	10	-8	5	1	-1	-1.6
> C/C(=N\NC(=O)c1ccc(O)cc1)c1ccc2c(c1)Nc1ccccc1S2
→ 5	10	-0.2	17	-47	-10	31	3	0.9
> Cc1ccc2c(c1)NC(=O)C(CC(=O)NCc1cccnc1)O2 (configuration not stated)
→ -5	-2	0.0	7	2	-1	-1	-2	2.5
> Cc1ccc(S(=O)(=O)c2nc(-c3ccco3)oc2NCC2CCCO2)cc1 (configuration not stated)
→ -3	-1	-0.2	-1	-2	1	9	4	-2.6
> CCCCn1c(N)c(N(CCC(C)C)C(=O)c2sc3nc4n(c(=O)c3c2C)CCC4)c(=O)[nH]c1=O
→ -3	1	-0.3	2	-3	-3	6	2	-0.7
> Fc1ccc(F)c(C2=NNC(=Nc3ccccc3F)SC2)c1
→ -4	-4	-0.2	14	-18	6	9	0	5.5
> COC(=O)c1nc(NC(=O)c2ccccc2)n[nH]1
→ -2	-1	-0.1	2	-1	1	-5	2	3.3
> CCOC(=O)c1cc(CC)sc1/N=C/C1C(=O)CC(C)(C)CC1=O
→ 4	-2	5.0	7	-3	2	0	0	0.1
> COc1ccc(/C=C(\C#N)C(=O)OCC(=O)NCc2ccccc2OC)cc1
→ -3	-1	0.0	18	1	0	13	-1	0.3
> CC(/C=C/c1ccccc1F)=N\NC(=O)C(C)C
→ 2	-6	0.0	24	-13	3	17	2	-1.7
> CC(=O)NC1C(OCc2ccccc2)OC(CO)C(OC(C)=O)C1OC(C)=O (configuration not stated)
→ -3	-4	0.0	6	-4	-7	-3	-4	-0.1
> CCOC(=O)c1c(CN(C)C)oc2cc(CN(C)C)c(O)c(CSc3ccccc3)c12
→ -1	3	0.1	22&-21	-4	3	21	4	-0.5
> COc1cc(CN2CCN(Cc3cn(C)c4ccccc34)CC2CCO)cc(OC)c1 (configuration not stated)
→ 1	0	-0.2	-5	4	-1	1	2	1.2
> CC1CN(C(=O)COC(=O)c2c(Cl)cccc2Cl)CC(C)O1 (configuration not stated)
→ -4	-3	0.1	4	2	-7	17	0	-5.3
> COCCNC(=O)/C(C#N)=C/c1c(N2CCN(c3cccc(Cl)c3)CC2)nc2c(C)cccn2c1=O
→ -1	-3	0.1	-6	13	2	19	-1	-0.3
> COc1ccccc1N1CCN(C(c2cccs2)C(C)NC(=O)c2ccncc2)CC1 (configuration not stated)
→ -2	-4	-0.1	1	-1	-4	22	2	2.1
> COCCN(C(=O)COC(=O)CSc1ccc(Cl)cc1)c1c(N)n(Cc2ccccc2)c(=O)[nH]c1=O
→ -2	-2	0.1	-7	-4	8	4	-27	4.0
> Cc1ccc(C(=O)NCCN(C)C)cc1C
→ -5	-4	-0.1	3	-7	7	11	8	0.1
> CCOc1ccc(C(=O)N2CCN(Cc3ccccc3)CC2)cc1
→ -13	1	-0.2	-7	7	-7	7	5	-1.3
> CCC(O)c1c(-c2ccccc2)nn(C)c1Cl (configuration not stated)
→ -4	0	0.2	-10	-1	-2	10	-2	-0.5
> CCN1CCCC1CNC(=O)c1cc2c(-c3ccc(Cl)cc3)nn(C)c2s1 (configuration not stated)
→ -2	-1	0.1	-11	-5	-5	-72	3	3.6
> Cc1ccc2c(N)c(C#N)sc2n1
→ -3	7	-0.1	-3	-4	2	0	-5	0.9
> COc1cc(C2C(C#N)=C(N)Oc3n[nH]c(-c4ccncc4)c32)cc(OC)c1OC (configuration not stated)
→ -1	-4	0.0	13	3	3	4	2	-3.1
> CSc1nc(S(=O)(=O)c2ccccc2)c(Cl)s1
→ -1	0	0.2	3	-2	0	-13	-7	2.7
> NC(=O)COC(=O)c1cccc(S(=O)(=O)N2CCCCC2)c1
→ 2	3	-0.1	-15	-2	3	-3	1	-0.4
> O=C(CSc1ccccc1)NCc1ccco1
→ -3	-4	0.0	-1	1	4	-2	3	-0.5
> CCOC(=O)c1ccccc1N/C=C1\CCCC1=O
→ 0	5	0.0	-49	3	-1	7	1	5.3
> COc1ccc(C(=O)NNC(=O)CSc2nnc(-c3cccnc3)o2)cc1
→ -4	0	0.2	-4	0	-3	10	-5	0.3
> NS(=O)(=O)c1ccc(-c2ccc(/C=N/NC(=O)c3ccccc3O)o2)cc1
→ 6	3	0.2	2	-8	-1	21	9	0.0
> CN(C)CCNC(=O)/C(=C/c1cccc([N+](=O)[O-])c1)NC(=O)c1ccccc1
→ -3	3	0.0	12	5	-2	-5	-2	-0.6
> O=C(CSc1nc2ncccc2[nH]1)Nc1ccc2c(c1)OCO2
→ -6	-2	-0.1	-12	2	2	1	-1	-2.0
> Clc1ncc(CN2CCN(Cc3ccccc3)CC2)s1
→ -2	-3	0.1	-1	1	7	2	3	-0.6
> CCN(CC)C(=O)C1CCCN(Cc2nc(-c3cccs3)no2)C1 (configuration not stated)
→ 1	-1	0.0	6	0	1	0	-5	2.2
> CC(C)c1cc(C(=O)N2CCCC(Nc3ccc(F)cc3)C2)nc(N)n1 (configuration not stated)
→ 1	0	0.1	5	1	0	18	2	3.7
> COc1cc(OC)cc(C(=O)NC2CCSC2=O)c1 (configuration not stated)
→ 6	5	-0.1	3	1	0	3	-1	0.8

The list goes on:
Every second line gives: PP1 counter	TPT1 inhibitor	Efflux pump mplx	JMJD2C inh	HCV core dimer	LYPLA2 counter	PREPL inh	CTSL1 counter	PP5 primary
> CC(=O)Nc1ccc(NC(=O)CCn2nnc3ccccc32)cc1
→ 0	-6	-0.2	-5	-4	-1	8	-1	4.5
> Cc1ccc(NC(=O)c2ccc3c(c2)S(=O)(=O)c2ccccc2C3=O)cc1S(=O)(=O)N1CCOCC1
→ -1	-1	0.0	-7	3	6	-8	-3	-1.2
> CCn1c(C(O)c2cccc(OC)c2OC)nc2ccccc21 (configuration not stated)
→ 0	1	-0.1	-4	-4	-6	2	3	-4.3
> CC(=O)N1c2ccc(S(=O)(=O)N3CCCC(C(=O)NC4CCCC(C)C4C)C3)cc2CC1C (configuration not stated)
→ -2	-2	0.1	2	1	1	3	0	3.5
> CN(C)CCN(Cc1ccccc1)c1ccnc(N(C)C)c1C#N
→ -1	-3	-0.1	-8	-4	2	-5	1	-0.4
> CCOC(=O)CC(=O)Nc1ccc(C)cc1
→ -1	-7	-0.1	-7	-1	14	15	1	-2.4
> CN(Cc1ccc(OC(F)F)cc1)C(=O)C1CCN(S(=O)(=O)c2ccc3c(c2)OCCO3)CC1
→ 0	.	-0.1	-6	.	10	2	.	-0.3
> Oc1c(Cl)cc(Cl)cc1/C=N/c1nc(-c2ccc(Cl)cc2)cs1
→ -5	-5	-0.3	9	-14	2	15	-2	1.4
> C=CCOc1ccc(/C=N/n2cncn2)cc1OC
→ -4	0	0.0	4	6	-5	4	3	-1.0
> O=C(Nc1ccccc1)n1cc(-c2ccccn2)c(N2CCOCC2)n1
→ 4	-3	-0.1	10	-1	5	-3	-3	-0.9
